Tb PGK inh – blocks T. brucei phosphoglycerate kinase; P07378; AID 602233; Potency, µM (series often up to 57.5 µM), without a hit: top-dose activity change, negative = inhibition, actives largely listed as inhibitors; PGK/GAPDH coupled, Kinase-Glo luminescence, 60 min; 380,000 tested, 0.043% active; further: potency means the concentration at half of the fitted maximal effect; on the % scale 0 is the no-effect control and ±100 the full control effect; nearly all actives have a fitted effect of over 60% in size
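Luminescent ATP detection (Kinase-Glo Plus) follows a 60-minute room-temperature incubation, with wells lacking PGK as controls. Buffer: 100 mM TEA (pH 7.6), 5 mM MgCl2, 0.01% Tween-20. Coupling enzyme GAPDH (100 nM final) supplies unstable 1,3-BPG in-well.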
Pol beta inh – inhibitors of human DNA polymerase beta. P06746. Pol beta primer extension/strand displacement, fluorescence kinetic. Potency, µM (series often up to 114 µM), inactives show at the top dose activity change, negative = inhibition, actives largely listed as inhibitors. 340,000 tested, 1.3% active. AID 485314; further: potency means the concentration at half of the fitted maximal effect; on the % scale 0 is the no-effect control and ±100 the full control effect
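Reaction started by 50 nM substrate onto compound-treated Pol beta (10 nM, 15 min preincubation, room temperature); plates read at 0 min and 10 min. Normalized concentration-effect data fitted by four-parameter Hill equation.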
Apoferritin bind – candidate novel general anesthetic via apoferritin binding. P02791. apoferritin/1-aminoanthracene competitive binding, fluorescence. Potency, µM (highest dose often 77.5 µM), for inactives: at the top dose activity change, negative = displacement, most hits filed as inhibitors. 350,000 tested, 0.074% active. AID 485281; further: potency means the concentration at half of the fitted maximal effect; on the % scale 0 is the no-effect control and ±100 the full control effect; nearly all actives have a fitted effect of over 20% in size
Target sequence (P02791 2-175 limits assumed): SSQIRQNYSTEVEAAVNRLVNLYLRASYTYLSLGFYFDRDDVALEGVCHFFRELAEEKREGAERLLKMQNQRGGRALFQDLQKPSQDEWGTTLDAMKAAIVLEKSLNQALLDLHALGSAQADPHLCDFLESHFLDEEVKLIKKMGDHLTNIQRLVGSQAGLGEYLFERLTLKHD
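Steps: apoferritin (10 uM) was premixed with half-saturated 1-AMA in PBS, compounds were pin-transferred, plates stood 10 min at room temperature, fluorescence was read at 380/535 nm, and curves were fitted with a Hill equation.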
APE1 inh – blocks human APE1 abasic DNA cleavage | P27695 | Potency, µM (titrated, usually from 65.8 µM), inactives show at the top dose activity change, negative = inhibition, actives largely listed as inhibitors | 350,000 tested, 0.35% active | recombinant APE1, TAMRA/BHQ-2 abasic DNA cleavage fluorescence;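 further: potency means the concentration at half of the fitted maximal effect; plate controls were vehicle for no effect and reference inhibitor for full effect; nearly all actives have a fitted effect of over 55% in size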
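Measures dequenching upon AP-site incision of a 5'-TAMRA/3'-BHQ-2 THF-containing duplex, 50 nM; human APE1 0.75 nM after 15 min room-temperature exposure to compound; kinetic three-point read at one-minute spacing.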
POLI inh – blocks human DNA polymerase iota activity | Q9UNA4 | Pol iota fluorescent replication assay, 10 min | Potency, µM (highest dose often 115 µM), inactives show top-dose activity, negative = inhibition, most hits filed as inhibitors | 390,000 tested, 1% active | AID 588590; further: potency means the concentration at half of the fitted maximal effect
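Pol iota at 10 nM preincubated 15 min with compounds at room temperature; reaction started with fluorescent substrate, 50 nM final. Fluorescence read kinetically at 0 and 10 min; buffer-only wells as negative control.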
BLM helicase inh – inhibitors of human Bloom syndrome helicase BLM | P54132 | recombinant BLM DNA unwinding, fluorescence dequenching | Potency, µM (doses to about 56.1 µM), for inactives: at the top dose activity change, negative = inhibition, most hits filed as inhibitors | 350,000 tested, 0.2% active | AID 2528;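 further: potency means the concentration at half of the fitted maximal effect; plate controls were vehicle for no effect and no enzyme for full effect; nearly all actives have a fitted effect of over 35% in size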
POLK inh – DNA polymerase kappa (human) inhibition; Q9UBT6; purified Pol kappa, fluorescent DNA synthesis assay, 10 min; Potency, µM (series often up to 107 µM), for the others: at the highest dose activity, negative = inhibition, usual class: inhibitors; 400,000 tested, 0.53% active; AID 588579; further: potency means the concentration at half of the fitted maximal effect; on the % scale 0 is the no-effect control and ±100 the full control effect
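50 nM final substrate added after 15 min RT preincubation of 10 nM Pol kappa with compound; fluorescence read at 0 and 10 min.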
RXFP1 antagonist – blocks the human relaxin receptor RXFP1 | HEK293-RXFP1, relaxin-stimulated cAMP HTRF, 30 min; hits give low values | activity change, negative = inhibition, % at 57.5 µM | 350,000 tested, 0.59% active;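 active means activity change of -60% or lower, but not beyond a set lower limit; inconclusive means change between -60% and -40%, or beyond the set limit; inactive means change above -40%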; further: on the % scale 0 is the no-effect control and ±100 the full control effect
Pol eta inh – inhibitors of human DNA polymerase eta; Q9Y253; recombinant Pol eta, fluorescent DNA replication assay; AID 588591; Potency, µM (series often up to 114 µM), inactives show top-dose activity change, negative = inhibition, hits mostly inhibitors; 390,000 tested, 1.2% active; further: potency means the concentration at half of the fitted maximal effect; on the % scale 0 is the no-effect control and ±100 the full control effect
Target sequence (Q9Y253 whole entry, looked up): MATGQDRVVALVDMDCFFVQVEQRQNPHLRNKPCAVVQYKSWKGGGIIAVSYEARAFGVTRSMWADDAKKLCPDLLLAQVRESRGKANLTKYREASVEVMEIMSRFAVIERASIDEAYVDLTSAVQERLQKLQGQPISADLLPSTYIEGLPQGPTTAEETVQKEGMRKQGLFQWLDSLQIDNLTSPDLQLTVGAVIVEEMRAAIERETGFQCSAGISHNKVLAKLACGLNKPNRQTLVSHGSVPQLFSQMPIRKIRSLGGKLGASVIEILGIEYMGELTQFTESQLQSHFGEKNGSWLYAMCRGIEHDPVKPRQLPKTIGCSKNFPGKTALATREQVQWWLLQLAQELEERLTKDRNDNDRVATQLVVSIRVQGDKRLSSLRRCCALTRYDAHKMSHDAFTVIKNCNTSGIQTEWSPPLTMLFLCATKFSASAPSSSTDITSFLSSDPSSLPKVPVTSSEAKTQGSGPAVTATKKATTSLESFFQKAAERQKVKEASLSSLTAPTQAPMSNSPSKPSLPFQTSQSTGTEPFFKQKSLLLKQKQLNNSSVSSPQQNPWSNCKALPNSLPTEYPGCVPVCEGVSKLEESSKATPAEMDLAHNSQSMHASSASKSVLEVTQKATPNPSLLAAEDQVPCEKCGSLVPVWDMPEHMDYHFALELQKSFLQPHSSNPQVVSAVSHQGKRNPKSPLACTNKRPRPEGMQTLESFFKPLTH
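Pol eta (10 nM) was preincubated with compounds for 15 min at room temperature, after which fluorescent replication substrate (50 nM final) was added to start the reaction. Fluorescence was read kinetically at 0 and 10 min.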
Active calls of the source: *; i = inactive; ? = inconclusive; · = not tested or not shown; & = joins results of further samples; ! = repeats disagree; [ ] = dose if it differs, or a comment. Unless noted, the call rests on the fitted dose curve; in most records, active means well fitted curve in the direction sought with a large enough effect; inconclusive means small, poorly fitted or top-dose-only effect, or another doubt; inactive means no such curve, though single readings can be large; an effect the other way counts as inactive or inconclusive. An excerpt; count on the stated rates, not on these rows.

SMILES	Tb PGK inh	Pol beta inh	Apoferritin bind	APE1 inh	POLI inh	BLM helicase inh	POLK inh	RXFP1 antagonist	Pol eta inh
CC(=O)NC(CC(=O)Nc1cccc(S(=O)(=O)N2CCOCC2)c1)c1ccccc1 (stereo not drawn)	-3%	·	·	2%	84%[activator]	·	-13%	14	-11%
COc1ccccc1-n1cnnc1SCC(=O)Nc1cc(C)on1	0%	7%	-13%	2%	22%	0%	4%	-6	-14%
CCCSc1nnc2n(N)c(=O)c3ccccc3n12	-3%	17%	-14%	1%	40%[activator]	-4%	-20%	5	-5%
CC(=O)c1cccc(N(CC(=O)NC2CCCC2)C(=O)CNC(=O)c2cccs2)c1	-8%	9%	3%	12%[12.4 µM]	142%[activator]	0%	0%	20	-9%
COCCNC(=O)COc1ccc(C)c(C)c1	-2%	-5%	-9%	2%	1%	-3%	-8%	-23	2%
CN1CCC(N(C)S(=O)(=O)c2ccc(NC(=O)COc3ccc(F)cc3Cl)cc2)CC1	-6%	-9%	-15%	49%[activator]	39%[activator]	2%	8%	-8	-6%
COc1ccc(C2c3ccc(O)cc3Oc3ncn(CCCO)c(=N)c32)cc1 (stereo not drawn)	0%	28%	-8%	25%	5%	-2%	4%	3	-3%
COc1ccccc1CC(=O)NCCc1ccccc1	4%	30%	-6%	27%	-23%	-5%	-12%	3	-2%
CN(C)C(=O)c1ccc2c(c1)N(CC(=O)NCc1ccc(F)cc1)C(=O)C1CCCCN21 (stereo not drawn)	-4%	?	-4%	·	14%	-5%	-5%[60.1 µM]	-10	-23%
Cc1nc2c(C)cccn2c1/C(O)=C1\C(=O)C(=O)N(CCN(C)C)C1c1ccncc1 (stereo not drawn)	-8%	40%	-12%	5%	-7%	-4%	-5%[60.1 µM]	4	3%
CCOC(=O)c1c2c3c(cccc3n(C)c1=O)C(=O)c1ccccc1-2	3%	?	-13%	-17%	?	1%	-29%	8	?
Cc1ccc(C)c(Cn2c(-c3cccs3)nc3ccccc32)c1	i	4%	2%	·	-3%	-10%	-12%	?	-16%
CC(C)(C)C(=O)Nc1nc(-c2ccccc2)ns1	-4%	?	0%	20%	22%	-1%	0%	-19	-22%
CC(=O)CCN1C(=O)NC2(CCCc3ccccc32)C1=O (stereo not drawn)	6%	3%	-8%	-10%	18%	0%	-5%	-10	-10%
CCN(CC)CCNC(=O)c1cc(S(C)(=O)=O)ccc1OC	i	13%	10%	7%	-6%	1%	?	-5	-7%
Cc1cc(NC(=O)NC(=O)c2ccccc2NC(=O)CN)ccc1Oc1ncc(Br)cn1	0%	·	·	·	-5%	·	-8%	-4	?
Cc1ccc(C2=NCCn3c2c2ccc(C(F)(F)F)cc2[n+]3[O-])cc1	-8%	·	·	-2%	6%	·	9%	·	-19%
CC1CCCCN1C(=O)c1ccc2c(c1)N(Cc1cccc(Cl)c1)C(=O)c1ccccc1S2=O (stereo not drawn)	-7%	?	-18%	·	-20%	-4%	-18%[60.1 µM]	-11	-16%
CCN(C(=O)COC(=O)c1c2c(nc3ccccc13)/C(=C/c1ccccc1)CC(C)C2)C1CCS(=O)(=O)C1 (stereo not drawn)	1%	-17%	12%	-1%	26%	-9%	-10%	17	-16%
Cc1cnc(C(=O)Nc2ccc(C)c(S(=O)(=O)N(C)C)c2)cn1	0%	-1%	10%	11%	128%[activator]	3%	-16%	-2	-2%
Cc1cc2oc(=O)cc(CN3CCC(C)CC3)c2c(C)c1Cl	-3%	0%	-11%	-3%	10%	-1%	-14%	7	-12%
COc1ccc(CNC(=O)c2ccc(-c3nc(CSc4ccccc4)c(C)o3)cc2)c(OC)c1	i	7%	-6%	·	29%	-3%	4%	·	-14%
Cc1ccc(Cn2c(=O)c3cccnc3n(CC(=O)Nc3cccc(C(F)(F)F)c3)c2=O)cc1	8%&-6%	-125%&-24%	4%&-22%	6%	89µM*!	-12%&-5%	-30%&-11%	-8	?
CCOc1cccc(CC(=O)N2CCc3c([nH]c4ccccc34)C2c2ccc(SC)cc2)c1OCC (stereo not drawn)	i	0%	3%	·	29%	-8%	4%	·	-16%
COc1ccc(NC(=O)c2nc(S(C)(=O)=O)ncc2N(Cc2ccc(C)cc2)Cc2ccco2)cc1Cl	-10%	0%	-11%	·	10%	-6%	-6%	-9	-26%
Cc1ccccc1NC(=O)Nc1nnc(N2CCCCCC2)s1	-12%	2%	-14%	·	34%[activator]	-1%	8%	-2	-16%
C/C(=N\NC(=O)CCc1c[nH]c2ccccc12)c1cccc([N+](=O)[O-])c1	-3%	15%	-2%	0%	-12%	-1%	-13%	11	-9%
COc1ccc(Cc2nnc(NC(=O)c3ccccc3)s2)cc1OC	-3%	-10%	-11%	8%	108%[activator]	-2%	-22%	3	-10%
COc1ccc(N=Cc2sc(O)c3ccccc23)cc1	-1%	11%	2%	?	?	0%	-8%	-15	-15%
CCCCn1cc(S(=O)(=O)c2cccc(C)c2)c(=O)c2cc(F)c(N3CCOCC3)cc21	-3%	-21%	?	·	29%	0%	-7%	-10	-9%
COc1ccccc1NC(=O)c1ccc(Br)c(S(=O)(=O)N2CCCC2)c1	i	-6%	?	41%	-26%	-5%	-12%	-35	-10%
O=C1CSC(=S)N1/N=C/c1ccc(C(F)(F)F)cc1	-9%	2%	-5%	5%	?	-4%	-15%	-3	-11%
O=C1c2ccccc2NC(c2ccc(-c3cccc(F)c3)o2)N1O (stereo not drawn)	-7%	·	·	26%&46%	-17%	·	-3%	·	?
COc1ccc(Nc2oc(-c3ccccc3Cl)nc2C#N)cc1	-7%	5%	201%[activator]	-6%	?	-2%	-3%	·	-1%
Cc1ccc(-c2nnn(CC(=O)N(Cc3cccs3)C(C(=O)NCC3CCCO3)c3ccco3)n2)o1 (stereo not drawn)	i	7%	-14%	?	-7%	0%	-8%[60.1 µM]	-2	-14%
CN(CC(=O)NCCc1ccccc1)Cc1ccco1	5%	1%	-2%	45%[activator]	-12%	-1%	-9%	5	4%
COc1ccc(NC(=O)C2=C(C)Nc3ncnn3C2c2ccc(O)cc2)cc1 (stereo not drawn)	-8%	1%	-5%	·	9%	1%	-6%[60.1 µM]	·	-11%
CCN(Cc1ccccc1)C(=O)C1CCN(S(=O)(=O)c2ccc3c(c2)OCCO3)CC1	-12%	?	5%	3%	51%[activator]	-9%	-2%	0	-19%
CC(C)NC(=O)NC(=O)COC(=O)c1ccc(OC(F)(F)F)cc1	8%	11%	-12%	1%	15%	-2%	-7%	-1	-19%
Cc1cn2c(=O)cc(COc3ccccc3NC(=O)c3ccccc3C)nc2s1	-8%	-1%	4%	·	4%	-1%	-4%	·	3%
CCOC(=O)c1c(NC(=O)COC(=O)/C=C/c2ccccc2)sc(C(=O)NC)c1C	-2%	·	·	26%	9%	·	-1%	2	-2%
Cc1ccc(S(=O)(=O)N(C)C)cc1NC(=O)C1CCN(C(=O)Nc2ccccc2)CC1	4%	·	·	1%	34%[activator]	·	-10%	-1	-5%
CCOc1ccc(NC(=O)C2CCN(S(=O)(=O)c3ccc4c(c3)oc(=O)n4C)CC2)cc1	i	28%	-2%	·	47%[activator]	-4%	0%	·	-12%
CN(C)c1ccc(CN2CCCCC2)cc1	-8%	10%	-2%	0%	10%	-1%	-4%	·	-3%
CC(=O)c1ccccc1NS(=O)(=O)c1cccc2nsnc12	-29%	25µM*	7%	5.3µM*	45µM*	-14%	79µM*	-3	50µM*
Cc1ccc(NC(=O)CSCC(=O)Nc2cc(C(F)(F)F)ccc2N2CCOCC2)cc1	i	·	·	28%	7%	·	-8%	-30	-26%
COc1ccc(NC(=O)Cn2nnc(-c3ccc(CN4CCOCC4)cc3)n2)c(OC)c1	-9%	21%	-20%	-3%	-8%	-11%	-10%	-10	-3%
COc1ccc([C@H]2CC(=O)C=C(c3ccc(C)cc3)C2)cc1	-8%	·	·	1%	-17%	·	-8%	·	-12%
O=C(O)c1cccc(NS(=O)(=O)c2ccc3c4c(cccc24)C(=O)N3)c1	-6%	-14%	-5%	21%	-3%	-4%	-20%	4	?
COc1ccc(CN2C(=O)C(Cc3ccccc3)Nc3ncnc(N4CCCCC4)c32)cc1 (stereo not drawn)	2%	·	·	-5%	10%	·	1%	·	-8%
Cc1ccc(S(=O)(=O)N2CCC(C(=O)N[C@H](C(=O)NCC3CCCO3)C(C)C)CC2)cc1 (stereo partly drawn)	1%	14%	-13%	1%	22%	-8%	-1%	7	-7%
Cc1ccc(NC(=O)COC(=O)[C@H](C)NC(N)=O)c(C)c1	-4%	0%	-5%	-2%	1%	1%	-11%	7	0%
COC(=O)CNC(c1ccccc1Cl)c1cc(Br)ccc1NC(=O)CCN1CCOCC1 (stereo not drawn)	-2%	24%	-14%	1%	26%	0%	-19%	-2	-15%
CCCn1c(N)c(N(CCOC)C(=O)/C=C/c2ccc(C(=O)OC)cc2)c(=O)[nH]c1=O	-1%	9%	-5%	?	26%	-3%	-1%	-3	5%
Cc1ccccc1C(=O)Nc1ccccc1C(=O)NC1CC1	-9%	2%	-5%	5%	-8%	0%	13%	10	-6%
Cc1oc2ccc(O)cc2c1C(=O)c1ccc(F)cc1	-4%	·	·	·	41%[activator]	·	-10%	9	-24%
